# Screens: PubChem BioAssay, several laboratories
# CRFR2-BP antag: antagonists of CRF-BP/CRF-R2 complex, primary screen, cell-based, HEK293, calcium dye fluorescence, uHTS; hit rate 0.59% among 350,000; CRF-induced calcium fluorescence; inhibition, % at 11.8 µM; AID 588475, 2011;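 active = inhibition of the ligand-induced calcium signal above about 50% at the single tested concentration, limit read from the data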
# TAAR1 ag: human TAAR1 agonists, primary screen, Fluo-8 calcium fluorescence, CHO RD-HGA16 cells. Trace amine-associated receptor 1 (Homo sapiens), Q96RJ0. vehicle wells 0%, saturating PEA agonist 100%. activation, % at 3 µM. hit rate 0.99% among 360,000. AID 624467, 2012;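 active = activation above the mean activation of all test compounds in the run plus 3 SD, cut at about 38% in these data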
# Target sequence (Q96RJ0 whole entry, looked up): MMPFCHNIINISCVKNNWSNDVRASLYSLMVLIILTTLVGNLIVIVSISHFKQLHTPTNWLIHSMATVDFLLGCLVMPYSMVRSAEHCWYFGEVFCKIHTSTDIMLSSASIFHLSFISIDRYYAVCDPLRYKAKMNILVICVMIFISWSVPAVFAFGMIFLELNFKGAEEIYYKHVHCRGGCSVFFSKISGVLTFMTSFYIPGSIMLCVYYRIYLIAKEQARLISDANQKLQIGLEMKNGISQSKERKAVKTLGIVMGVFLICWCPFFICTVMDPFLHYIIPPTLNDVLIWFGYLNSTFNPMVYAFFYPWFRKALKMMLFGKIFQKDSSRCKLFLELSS
#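 System: CHO-derived RD-HGA16 cells with stable Gα16 and human TAAR1 / Times: 17-24 h plating, Fluo-8 75 min 37 °C, 30 min RT / Technique: calcium-sensitive Fluo-8 signal, excitation 470-495, emission 515-575 nm / Measure: % activation relative to PEA EC100 response / Benchmarks: DMSO and PEA EC100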
# M4 PAM: human M4 muscarinic receptor positive allosteric modulators, primary screen, CHO-K1 cells, Fluo-8 calcium fluorescence | activation, % at 3 µM | CHO-K1 hM4/Gqi5, ACh EC20; 0% = ACh EC20, 100% = maximal ACh | Muscarinic acetylcholine receptor M4 (Homo sapiens), P08173 | hit rate 0.4% among 360,000;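 active = activation above its plate's cutoff, the mean activation of sample wells plus 3 SD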; also: some results filed as inactive read as strong as hits
# Target sequence (P08173 whole entry, looked up): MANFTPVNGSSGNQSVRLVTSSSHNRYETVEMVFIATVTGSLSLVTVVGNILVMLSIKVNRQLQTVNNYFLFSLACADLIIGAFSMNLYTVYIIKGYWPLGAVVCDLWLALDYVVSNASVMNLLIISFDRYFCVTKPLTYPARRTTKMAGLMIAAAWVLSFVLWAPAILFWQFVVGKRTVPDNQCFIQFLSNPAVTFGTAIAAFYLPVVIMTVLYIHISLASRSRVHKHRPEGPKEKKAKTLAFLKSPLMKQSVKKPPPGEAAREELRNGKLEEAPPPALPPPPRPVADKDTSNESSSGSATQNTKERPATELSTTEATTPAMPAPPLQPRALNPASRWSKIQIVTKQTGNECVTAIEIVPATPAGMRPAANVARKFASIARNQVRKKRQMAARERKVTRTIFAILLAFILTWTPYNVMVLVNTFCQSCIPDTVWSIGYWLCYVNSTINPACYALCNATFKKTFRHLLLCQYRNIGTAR
# CHRM5 PAM: human M5 muscarinic receptor positive allosteric modulators, primary screen, CHO-K1 cells, Fluo-8 calcium fluorescence | Muscarinic acetylcholine receptor M5 (Homo sapiens), P08912 | CHO-K1 hM5, ACh EC20 PAM; 0% = ACh EC20, 100% = ACh EC100 | activation, % at 3 µM | hit rate 0.3% among 360,000;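 active = activation above the run cutoff, the mean activation of all test compounds plus 3 SD, cut at about 18% in these data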
#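 system = human M5 receptor in CHO-K1 cells | compound = one concentration, 3 µM final (nominal) | schedule = Post-acetylcholine fluorescence recording 140 s | signal = Fluo-8 calcium dye fluorescence, kinetic read | benchmarks = low control EC20 acetylcholine (0%), high control EC100 acetylcholine (100%) | repeats = singlicate, one well per test compound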
# CRFBP-R2 agonist: agonists of CRF-BP/CRF-R2 complex, primary screen, cell-based, HEK293, calcium dye fluorescence, uHTS; CRF-binding protein / CRF receptor 2 complex (human); calcium dye fluorescence (FLIPR); percent of saturating CRF peptide response; activation, % at 13.2 µM; hit rate 0.46% among 350,000; AID 588473, 2011;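 active = activation of at least 50%, plus an integration ratio under a set limit after plate pattern correction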;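 also: plate controls were neutral control wells without compound for no effect and CRF at EC100 for full effect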
# M5 ag: human M5 muscarinic receptor agonists, primary screen, CHO-K1 cells, Fluo-8 calcium fluorescence; CHO-K1 hM5 cells; 0% DMSO wells, 100% maximal acetylcholine response; activation, % at 3 µM; hit rate 0.19% among 360,000; AID 624037, 2012;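 active = activation above the run's mean over test compounds plus 3 SD, cut at about 23% in these data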;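 also: signal is peak over basal fluorescence ratio across the kinetic read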
# CHRM5 antagonist: human M5 muscarinic receptor antagonists, primary screen, CHO cells, Fluo-8 calcium fluorescence | inhibition, % at 3 µM | CHO-hM5 cells, ACh EC80 | AID 624040, 2012 | Muscarinic acetylcholine receptor M5 (Homo sapiens), P08912 | hit rate 0.59% among 360,000;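 active = inhibition above a per-plate cutoff, the mean of that plate's test compounds plus 3 SD, cut at about 27% in these data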;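 also: 0% = acetylcholine EC80 with DMSO and 100% = DMSO without agonist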
# TAAR1 antagonist: human TAAR1 antagonists, primary screen, Fluo-8 calcium fluorescence, CHO RD-HGA16 cells; Trace amine-associated receptor 1 (Homo sapiens), Q96RJ0; hit rate 1.5% among 360,000; inhibition, % at 3 µM; antagonist;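 active = inhibition above a per-plate cutoff, the mean inhibition of test compounds on that plate plus 3 SD, cut at about 49% in these data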;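 also: 0% = DMSO plus EC80 beta-PEA response and 100% = DMSO alone without agonist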
#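 test system = CHO RD-HGA16 cells bearing hTAAR1 | replication = singlicate | controls = DMSO-only wells and EC80 β-PEA-stimulated wells | reagent = EC80 β-phenethylamine stimulus | read-out basis = percent inhibition of PEA-evoked calcium signal, max/basal emission ratio | schedule = seeding 17-24 h prior, 75-min 37 °C, 30-min RT dye loading | signal = kinetic Fluo-8 calcium fluorescence measurement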
# CHO-K1 Ca PAM: nonselective calcium activators in parental CHO-K1 cells, primary screen, counter-screen for M1 PAM project, cell-based, Fluo-8 calcium fluorescence, full deck, 1536-well. ATP EC20; 0% at ATP EC20, 100% at ATP max. activation, % at 3 µM. hit rate 0.02% among 360,000. AID 602247, 2012;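 active = activation above the run cutoff, the mean activation of all test compounds plus 3 SD, cut at about 40% in these data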;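 also: peak over basal fluorescence ratio in a 140 s read after ATP addition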
# * hit, by the source's call; nt = not tested or not shown.
SMILES,CRFR2-BP antag,TAAR1 ag,M4 PAM,CHRM5 PAM,CRFBP-R2 agonist,M5 ag,CHRM5 antagonist,TAAR1 antagonist,CHO-K1 Ca PAM
Cc1cc(C)nc(N/N=C/C=C/c2ccccc2)n1,12,2,-3,3,1.4,-1,1,-10,18
CSCCC(NC(N)=O)C(=O)Nc1cccc(C#N)c1 (stereo not drawn),-5,3,1,-5,2.3,-3,8,-19,0
NS(=O)(=O)c1ccc(NC(=O)CN2CCc3ccccc3C2)cc1,5,20,-5,4,-1.3,-4,7,0,6
O=C(COc1ccc(Br)cc1)Nc1ccc2oc(=O)ccc2c1,0,2,3,-1,-0.6,-2,-5,-12,-11
c1ccc2c(c1)SCc1nnc(-c3ccncc3)n1-2,1,5,5,-3,-0.3,2,7,-18,24
Cc1ccnc(NC(=O)CCC(=O)N(CC(=O)NCc2ccc(F)cc2)CC2CCCO2)c1 (stereo not drawn),9,-4,-2,8,-0.8,-1,-10,2,11
COC(=O)C1=CN(Cc2ccc(OC)cc2)C=C(C(=O)OC)C1c1cc(OC)c(OC)c(OC)c1,13,nt,0,-3,-1.4,-4,3,nt,5
COc1ccc(NC(=S)N(CCc2c(C)[nH]c3ccc(C)cc23)Cc2cccs2)cc1,8,0,-5,-4,5.5,0,1,10,-6
CC1CCN(C(=O)c2[nH]cnc2C(=O)Nc2cccc(Cl)c2)CC1,1,4,0,-3,0.5,0,11,-10,-17
Cn1cc(CN2CCC(Oc3ccc(C(=O)N4CCCCC4)cc3)CC2)cn1,19,3,-2,2,0.5,-3,2,-8,-8
COc1ccc(Cc2nnc(NC(=O)c3c(-c4ccccc4)noc3C)s2)cc1OC,nt,-1,3,-1,nt,0,-3,-9,29
COc1ccc(C(=O)OCC(N)=O)cc1[N+](=O)[O-],-2,1,-1,0,-0.3,4,-1,-5,17
Cc1cccc2nc(-c3ccccc3)nc(N3CCC(O)(c4ccc(Cl)cc4)CC3)c12,-21,-2,-24,-4,5.5,-2,-3,-1,-1
COc1ccc(C2C(C(C)=O)=C(O)C(=O)N2c2ccc(Br)cn2)cc1 (stereo not drawn),1,11,16,7,-0.4,0,-1,3,14
CCCCc1ccc(NC(=O)Nc2c(C)n(C)n(-c3ccccc3)c2=O)cc1,-3,6,-2,-2,-0.3,-3,3,9,-23
CCS(=O)(=O)c1ccc(C(=O)Nc2cccc(Cl)c2)c(Cl)c1Cl,-15,12,-4,-11,-2.3,-1,6,21,3
Cc1nn(CC(=O)Nc2ccc3c(c2)nc2n3CCN(C3CCCCC3)C2)c(=O)c2ccccc12,-4,5,-3,-2,-3.2,0,9,-27,-3
COc1cc2c(cc1OC)C(c1cccs1)NCC2 (stereo not drawn),3,3,3,0,-0.1,-3,2,-4,14
Clc1ccc(-c2nnc(-c3cccc4ccccc34)o2)cc1Cl,4,3,3,2,-0.2,1,5,-36,7
NC(=O)CCn1nc(-c2ccc(Cl)cc2)c2ccccc2c1=O,3,-1,5,-8,-4.3,-4,-6,-4,-5
CN(Cc1ccccc1)C(=O)Nc1c(Cl)cccc1Cl,nt,1,6,-6,nt,-3,7,-14,7
O=C(COC(=O)c1cccc([N+](=O)[O-])c1)Nc1ccc(Cl)cn1,-6,0,4,1,1.9,-1,0,-16,-3
CC1=C(C(=O)Nc2ccccc2C)C(c2cccs2)NC(=S)N1 (stereo not drawn),28,1,3,-2,-2.9,1,2,-7,-9
CC(=O)Nc1ccc(S(=O)(=O)/N=C2/NC(=O)/C(=C\c3ccco3)S2)cc1,-5,3,7,14,-0.1,-1,-6,-10,-7
CC1(C)C2CC=C(/C=N/NC(=O)c3ccc(Cl)cc3)C1C2 (stereo not drawn),-17,7,-2,-11,-3.0,-3,11,-13,-12
C=CCn1cc(/C=C/c2cc[n+](C)cc2)c2ccccc21,-45,1,-3,-1,77*,-4,-24,12,17
O=C(NC1CCCc2c1cnn2-c1ccc(F)cc1F)c1ccccc1N1CCOCC1 (stereo not drawn),8,-2,-6,-6,-2.8,-3,18,-6,0
COc1ccc(CCNS(=O)(=O)c2cn(C)c(=O)n(C)c2=O)cc1,-1,1,-1,2,-2.9,1,1,-27,12
COC(=O)CC1=C(c2ccc([N+](=O)[O-])cc2)CCC1=O,3,0,-8,-2,3.4,-1,9,17,10
COc1ccc(C(=O)COC(=O)CNC(=O)c2ccc(C)s2)c(OC)c1,0,-1,5,12,-0.1,-3,-6,2,8

# A different layout for four compounds above.
SMILES	CRFR2-BP antag	TAAR1 ag	M4 PAM	CHRM5 PAM	CRFBP-R2 agonist	M5 ag	CHRM5 antagonist	TAAR1 antagonist	CHO-K1 Ca PAM
Clc1ccc(-c2nnc(-c3cccc4ccccc34)o2)cc1Cl	4	3	3	2	-0.2	1	5	-36	7
CC(=O)Nc1ccc(S(=O)(=O)/N=C2/NC(=O)/C(=C\c3ccco3)S2)cc1	-5	3	7	14	-0.1	-1	-6	-10	-7
CC1=C(C(=O)Nc2ccccc2C)C(c2cccs2)NC(=S)N1 (stereo not drawn)	28	1	3	-2	-2.9	1	2	-7	-9
Cc1nn(CC(=O)Nc2ccc3c(c2)nc2n3CCN(C3CCCCC3)C2)c(=O)c2ccccc12	-4	5	-3	-2	-3.2	0	9	-27	-3

# Following part
SMILES,CRFR2-BP antag,TAAR1 ag,M4 PAM,CHRM5 PAM,CRFBP-R2 agonist,M5 ag,CHRM5 antagonist,TAAR1 antagonist,CHO-K1 Ca PAM
S=C(NC1CCCC1)NC1CCCC1,6,1,-2,-7,-0.8,-1,4,2,12
Cc1ccc(C(=O)OCC(=O)Nc2ccccc2Sc2ccccc2)cc1C,3,9,-6,-1,-0.9,-3,-2,28,26
O=C(CNC(=O)c1ccccc1C(F)(F)F)N/N=C/c1cccs1,-2,5,4,-2,-0.3,-3,15,-11,12
CCCCCCn1c(SCC(C)C)nc2c1c(=O)[nH]c(=O)n2C,-62,7,0,-1,0.7,-2,0,2,11
O=C(NCC(=O)N1CCC(Cc2ccccc2)CC1)c1ccccc1F,12,-1,5,-4,-2.8,-1,4,-4,19
Cc1cc(-c2ccccc2)n2nc(N)nc2n1,6,1,9,8,-0.2,-4,2,-16,0
CC1CC(c2ccccc2)NS(=O)(=O)O1 (stereo not drawn),11,6,7,2,1.2,1,5,3,-7
O=C(Nc1ccc2c(c1)OCCO2)C1c2ccccc2OCC(=O)N1Cc1cccnc1 (stereo not drawn),nt,0,9,-2,nt,1,-4,1,27
COc1cccc(N/C(N)=N/c2nc(C)cc(=O)[nH]2)c1,0,nt,1,4,-2.2,-3,-8,nt,10
Cc1nn(-c2ccccc2)c(C)c1/C=N/n1cnnc1,3,0,6,3,-0.7,-1,3,11,7
CCN1CCCC1CNC(=O)C(=O)NC (stereo not drawn),3,2,9,5,-2.1,3,2,-9,2
CSc1ccccc1NC(=O)CN(C)C(=O)/C=C/c1ccccc1,-7,0,5,2,-0.7,4,6,-2,11
O=S1(=O)N[C@H](Cc2ccccc2)COc2cc(N3CCSCC3)ccc21,nt,2,4,-6,nt,0,10,5,1
O=C(Nc1ccc(S(=O)(=O)N2CCOCC2)cc1)c1cccnc1,6,1,-15,-1,2.7,5,5,9,14
COc1ccc(CCNC(=O)C2CCCN(S(C)(=O)=O)C2)cc1 (stereo not drawn),-5,1,2,-2,0.0,0,15,-8,18
COc1ccc(NC(=O)COC(=O)CCC(=O)c2cccs2)cc1OC,1,11,-2,-2,0.3,2,4,11,2
COc1ccc(-c2cc(C(F)F)n3ncc(C(=O)N4CCc5ccccc54)c3n2)cc1,-6,2,9,-1,2.7,-6,0,-19,15
Cc1ccc(Sc2ccc(NC(=O)c3ccc(F)cc3)cc2C#N)cc1,nt,4,2,1,nt,0,11,48,-9
COc1ccc(CN(C)C(=O)C2CC(=O)N(c3ccc4c(c3)OCCO4)C2)c(OC)c1 (stereo not drawn),3,10,1,-4,-0.3,4,13,21,14
COCCNC(=O)/C(C#N)=C/c1cc(C)n(C2CCCCC2)c1C,-7,14,-2,-8,0.1,-3,3,3,7
O=C(NCc1ccc(F)cc1)C1CCCN(S(=O)(=O)c2ccc(-n3cnnn3)cc2)C1 (stereo not drawn),9,5,-8,-8,0.3,-3,17,5,-13
COc1ccc(CCNC(=O)/C=C/c2ccc(OC)c(S(=O)(=O)N3CCOCC3)c2)cc1,13,4,-15,-7,-1.4,-2,11,-3,10
COCCN=C1Sc2nc3cc4c(cc3cc2CN1CC1CCCO1)OCO4 (stereo not drawn),-18,-1,-6,4,0.1,-2,10,9,3
COc1ccc2c(c1)C=C(C(=O)OCc1cccnc1)CO2,-10,6,5,1,-0.5,-1,5,12,21
c1cnn(Cc2cnc(N3CCOCC3)s2)c1,-4,0,4,7,0.0,-1,-2,-5,-5
CCSc1sc(CC)cc1C=O,-5,1,2,-5,-1.8,-1,8,5,0
Cc1cc(C(=O)O)ccc1-c1ccc(/C=C2\SC(=O)N(CC(=O)Nc3ccc4c(c3)OCO4)C2=O)o1,nt,-1,1,1,nt,-5,1,-23,-7
CC(=O)c1c(C)[nH]c(C(=O)CSc2ncnc3sc(-c4ccccc4)cc23)c1C,2,5,2,0,2.1,1,0,33,16
CC(=O)C1C(c2ccncc2)NC(=O)NC1(O)C(F)(F)F (stereo not drawn),-17,nt,-3,4,5.5,3,0,nt,10
CCCCn1c(N)c(N(CC(C)C)C(=O)CSCc2cccc(C)c2)c(=O)[nH]c1=O,3,7,3,-5,0.0,1,3,-12,-18
NC(=O)COC(=O)CSc1ccc2ccccc2c1,-15,4,-16,-13,1.0,1,18,-24,3
CN(C)S(=O)(=O)c1cccc(C(=O)C2=C3SC=C(c4ccccc4)N3CC2)c1,5,7,3,-4,2.3,-3,2,14,8
O=C(N[C@@H]1CCC(=O)N(CC[C@H](Sc2ccccc2)c2ccccc2)CC1)OCc1ccccc1,-6,2,-2,-10,10,-1,8,30,18
Cn1nc(C(C)(C)C)c([N+](=O)[O-])c1C(=O)NC1CCCCC1,9,2,8,1,-1.4,-2,-5,-19,7
CC(C)CC#Cc1ccc2c(c1)O[C@H](CN(C)C(=O)Cc1ccncc1)[C@H](C)CN([C@H](C)CO)S2(=O)=O,2,1,4,1,-0.1,2,7,-24,8
